Exocytosis inh: lytic granule exocytosis inhibition. TALL-104 LAMP-1 surface exposure, flow cytometry; cells stimulated with thapsigargin and PMA. inhibition, % at 10 µM. hit rate 0.66% among 360,000. AID 651702;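 active means inhibition above about 55%, limit read from the data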
ABCB6 inh 2: human ABCB6 transporter inhibition; Q9NP58; hit rate 0.19% among 360,000; K562-ABCB6 porphyrin accumulation, flow cytometry, 1 h; hits give low values; fluorescence ratio to DMSO, % at 10 µM; AID 602162;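 active means fluorescence ratio to DMSO below 75%, the collection mean minus 3 SD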;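 further: signal is porphyrin accumulated inside mitochondria; 100% equals median channel fluorescence of DMSO control wells; lower ratio means ABCB6 inhibition with less porphyrin fluorescence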
MC4R barr agon: human MC4R agonism via beta-arrestin; activation, % at 8.9 µM; P32245; U2OS MC4R beta-arrestin complementation, luminescence; percent of melanotan II response, DMSO zero; hit rate 0.98% among 360,000;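 active means activation above a per-plate cutoff, the mean activation of sample wells on that plate plus 3 SD, cut at about 8% in these data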
Target sequence (P32245 whole entry, looked up): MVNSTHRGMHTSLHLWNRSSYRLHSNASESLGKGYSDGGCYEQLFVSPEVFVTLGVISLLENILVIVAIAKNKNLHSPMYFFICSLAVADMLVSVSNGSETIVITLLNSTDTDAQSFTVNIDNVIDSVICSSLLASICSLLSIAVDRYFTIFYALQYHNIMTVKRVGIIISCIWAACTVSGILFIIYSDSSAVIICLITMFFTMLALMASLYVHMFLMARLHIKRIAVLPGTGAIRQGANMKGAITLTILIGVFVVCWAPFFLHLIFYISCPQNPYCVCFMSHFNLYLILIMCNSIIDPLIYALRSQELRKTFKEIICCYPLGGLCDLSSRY
m5-HT2A agonist: activates the mouse 5-HT2A serotonin receptor; P35363; CHO-K1 mHTR2A beta-arrestin complementation, luminescence; percent of 30 µM serotonin response; activation, % at 7.6 µM; hit rate 0.66% among 360,000;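 active means activation above a run cutoff, the mean activation of all tested compounds plus 3 SD, cut at about 14% in these data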;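 further: 0% = plate median of compound wells and 100% = 30 µM serotonin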
Target sequence (P35363 whole entry, looked up): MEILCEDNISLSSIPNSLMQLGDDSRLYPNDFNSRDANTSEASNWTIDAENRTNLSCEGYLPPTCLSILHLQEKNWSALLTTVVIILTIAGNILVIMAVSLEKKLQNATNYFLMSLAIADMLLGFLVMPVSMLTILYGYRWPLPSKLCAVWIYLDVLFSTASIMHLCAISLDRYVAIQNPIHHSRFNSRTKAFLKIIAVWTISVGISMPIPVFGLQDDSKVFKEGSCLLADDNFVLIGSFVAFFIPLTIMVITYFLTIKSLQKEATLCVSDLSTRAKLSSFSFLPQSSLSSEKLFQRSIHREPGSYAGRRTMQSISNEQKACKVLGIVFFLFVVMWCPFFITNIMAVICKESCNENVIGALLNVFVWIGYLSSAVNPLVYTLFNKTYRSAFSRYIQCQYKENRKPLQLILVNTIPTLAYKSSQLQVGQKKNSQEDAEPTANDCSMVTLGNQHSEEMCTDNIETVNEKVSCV
Cardio protect: protects H9c2 cardiomyocytes from peroxide injury; H2O2 injury protection, ATPLite, 2 h; protection from H2O2 cell death, % at 20 µM; hit rate 0.63% among 360,000;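 active means compounds giving at least 50% protection of heart cells from peroxide-induced death in the single-dose screen, raw or plate-pattern-corrected value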;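 further: 0% = DMSO wells with peroxide and 100% = DMSO wells without peroxide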
aDG glyco act: alpha-DG glycosylation activation. AID 624168. Pro5-aDG cells, alpha-DG glycosylation AlphaScreen (IIH6); 0% Pro5, 100% B10-LARGE cell signal. hit rate 0.22% among 360,000. activation, % at 10 µM;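 active means activation of at least 8% versus controls, or a plate z-score of at least 8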;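 further: Pro5 are CHO cells carrying HIG-tagged alpha-DG that lacks glycosylation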
hiPSC survival: increases survival of single human iPS cells | hit rate 0.044% among 360,000 | survival enhancement, % at 20 µM | hiPSC single-cell survival, ATPlite luminescence; 100% = ROCK inhibitor wells, 0% = DMSO; in the data active means survival enhancement above about 18%;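 further: cells exposed to compounds for 16 hours before the ATP read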
N-glyco inh: N-linked glycosylation inhibition; reporter increase, % at 12.5 µM; AID 588692; hit rate 0.23% among 360,000; D54 ERlucT glycosylation luciferase reporter, 24 h; percent of 100 nM tunicamycin response;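 active means mean luciferase reporter signal, scaled so untreated is 0 and the glycosylation-blocking control 100, at or above a set limit in every replicate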;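 further: luciferase carries N-glycosylation sites so blocking glycosylation raises the light; 0% = median of neutral control wells and 100% = median of 100 nM tunicamycin wells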
ABHD5-PLIN5 inh: inhibitors of human ABHD5-perilipin-5 interaction. Q00G26+Q8WTS1. hit rate 0.78% among 360,000. inhibition, % at 4 µM. Split G. princeps luciferase complementation, luminescence, 4 h. AID 602281;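 active means inhibition above the mean inhibition across every tested compound plus 3 SD, cut at about 22% in these data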;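 further: 0% = DMSO only wells and the 100% control is not disclosed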
MC4R antagonist: blocks human MC4R cAMP signaling | inhibition, % at 6.5 µM | MC4R-expressing cells, MTII-stimulated cAMP, LANCE TR-FRET | hit rate 0.48% among 360,000;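 active means inhibition above its plate's cutoff, the mean of tested wells on that plate plus 3 SD, cut at about 29% in these data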;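 further: 0% = Melanotan II alone and 100% = Melanotan II plus saturating MCL0020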
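Material: U2OS-MC4R stable cell line | Reagent: Melanotan II challenge after compound preincubation | Doses: One concentration, 6.5 µM nominal | Incubation: 30-min compound preincubation, 1-h Melanotan II challenge, 1-h detection, room temperature | Signal: TR-FRET cAMP assay | Replicates: One well per compound, no replicates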
An asterisk follows results filed as active; nt = no result given.

SMILES	Exocytosis inh	ABCB6 inh 2	MC4R barr agon	m5-HT2A agonist	Cardio protect	aDG glyco act	hiPSC survival	N-glyco inh	ABHD5-PLIN5 inh	MC4R antagonist
CC(=O)OC1(C(C)=O)CCC2C3CC(Cl)C4=CC(=O)CCC4(C)C3CCC21C (stereo not drawn)	-2	98	0.3	4	7	-0.2	-2.9	-1	-14	-2
CN(c1ccccc1C(=O)Nc1cccc(Cl)c1Cl)S(C)(=O)=O	2	103	-1.0	0	2	0.1	-0.2	0	3	-1
COc1ccccc1N(CC(=O)N1CCCC1)S(=O)(=O)c1cc([N+](=O)[O-])ccc1Cl	-4	93	-0.1	-5	6	0.5	-3.6	0	-8	2
CC(=O)N1Cc2ccccc2CC1C(=O)O (stereo not drawn)	3	89	-3.0	3	6	-0.4	-0.7	3	0	0
COc1cccc(-c2c(C(=O)N/N=C(\C)c3ccco3)nnn2-c2nonc2N)c1	-1	91	-2.4	0	12	0.1	0.3	3	-1	0
COCOc1ccc(/C=C2/Oc3cc(OCOC)cc(OCOC)c3C2=O)c(OCOC)c1	-6	105	1.8	8	-5	-0.5	0.5	-1	2	0
CCOC(=O)/C=C/C(=O)Nc1cccc([N+](=O)[O-])c1	22	103	-4.7	-3	-19	-0.4	0.1	0	44*	34*
Cc1ccc(-c2csc3nnc(SCC(=O)NCc4ccc5c(c4)OCO5)n23)cc1	2	99	-0.6	-6	-2	0.0	3.3	-3	1	5
Cc1cccc(C)c1NC(=O)Nc1ccc(S(N)(=O)=O)cc1	0	97	-0.3	-1	6	-0.1	-0.1	0	-3	14
CCOC(=O)CNC(=O)c1cnn2cccnc12	-1	99	4.3	6	-1	-0.2	6.4	-1	-2	0
COc1ccc(NS(=O)(=O)c2ccc(C)c(C(=O)NCCCN3CCCC3=O)c2)cc1	-2	95	-4.8	-9	-4	0.0	-0.3	0	23*	0
O=C(Cn1nnc(-c2cccc(C(F)(F)F)c2)n1)N1CCCCCC1	-4	95	0.4	-4	-12	0.1	0.1	0	7	5
O=S(=O)(/N=C(/c1ccc(F)cc1)N1CCCCC1)c1ccc(Cl)cc1	-1	77	-0.1	0	2	0.2	1.1	1	0	7
C=CCNC(=O)[C@H]1N2C(=O)c3ccccc3C2SC1(C)C (stereo partly drawn)	-9	88	-0.1	3	0	0.0	-0.5	0	3	5
COc1ccc(N=C2SC(C(=O)N3CCN(c4ccccc4)CC3)CC(=O)N2C)cc1 (stereo not drawn)	1	96	-0.5	1	-4	0.3	-1.7	0	2	8
CCOC(=O)c1ccc(NC(=O)CSc2nnc(CC)o2)cc1	0	91	-0.7	1	-1	0.1	-0.2	0	-2	1
COc1ccc(-c2coc(CCC(=O)N3CCN(c4cc(C)ccc4C)CC3)n2)cc1	-9	103	1.6	1	-21	-0.1	0.0	-1	-1	0
N#Cc1ccc(OCC(O)CN2CCN(CC(O)COc3ccc(C#N)cc3)CC2)cc1 (stereo not drawn)	-11	101	-2.6	-2	1	0.1	-0.5	2	2	6
CCC(C)[C@H](NS(=O)(=O)c1ccc(C)cc1)C(=O)N1CCC(C(=O)N[C@H](C(=O)O)c2ccccc2)CC1 (stereo partly drawn)	-5	99	-0.2	-7	8	0.5	1.7	1	-2	2
CCOC(=O)C1=CN(Cc2cccc(F)c2)S(=O)(=O)N(C)C1c1cccc(OC)c1 (stereo not drawn)	2	100	-0.4	-4	7	0.2	-1.2	-1	5	-3
CNC(=O)COC(=O)/C=C/c1nc2ccccc2s1	10	98	-4.1	8	-4	-0.3	-1.0	-5	5	9
C=CCOc1ccc2cccc(/C=N/NC(=O)c3cc4cc([N+](=O)[O-])ccc4s3)c2c1	1	103	-1.3	-1	1	-0.3	11	4	-1	-3
COc1ccc2c(c1)CC[C@@H]1[C@@H]2CC[C@]2(C)C(=O)CC[C@@H]12	-3	99	0.9	-1	-10	-0.3	-0.9	-3	2	9
COC(=O)[C@@]12C[C@@H](CC(=O)NCc3ccc(C)o3)C(=O)N(Cc3ccco3)C1=CCC(C)(C)C2	-3	nt	nt	3	nt	0.2	nt	nt	22	nt
O=C(CCCN1C(=O)C2C3C=CC(C3)C2C1=O)N1CCN(c2ccccc2)CC1 (stereo not drawn)	-3	100	-0.5	0	17	0.0	-4.8	0	-1	11

Entries listed so far shown as hits in MC4R antagonist.
mol	Exocytosis inh	ABCB6 inh 2	MC4R barr agon	m5-HT2A agonist	aDG glyco act	N-glyco inh	ABHD5-PLIN5 inh	MC4R antagonist
CCOC(=O)/C=C/C(=O)Nc1cccc([N+](=O)[O-])c1	22	103	-4.7	-3	-0.4	0	44*	34*

New compounds follow:
SMILES	Exocytosis inh	ABCB6 inh 2	MC4R barr agon	m5-HT2A agonist	Cardio protect	aDG glyco act	hiPSC survival	N-glyco inh	ABHD5-PLIN5 inh	MC4R antagonist
O=C(CN1CCN(c2ccccc2F)CC1)Nc1ccccc1F	-3	88	1.4	-2	4	0.1	-0.1	1	10	-1
CN(c1ccccc1)S(=O)(=O)c1cccc(NC(=O)CCNC(=O)c2ccco2)c1	11	93	-1.7	3	-13	0.3	8.9	-1	0	7
O=[N+]([O-])c1ccc2nc(-c3ccccc3)oc2c1	0	91	0.0	3	-8	-0.2	-0.4	3	15	2
CNc1cccc(-c2ccc(C(=O)N3CCOCC3)cc2)n1	0	99	0.9	1	4	-0.2	-0.4	0	2	14
COc1cccc(Cn2c(N)c(C#N)c3nc4ccccc4nc32)c1OC	-1	97	-1.3	-1	1	0.2	2.2	7	-8	-8
CC(=O)N1CCCC(C(=O)c2ccc(Oc3ccccc3)cc2)C1 (stereo not drawn)	-9	95	-2.7	-1	-7	-0.2	-2.5	-4	1	5
O=C(CSC1=NS(=O)(=O)c2ccccc2N1)c1ccccc1	-4	93	-3.2	-4	1	0.2	-0.5	0	2	7
O=C(c1cccc(S(=O)(=O)N2CCOCC2)c1)N(CCc1ccccc1)Cc1ccccc1	7	92	0.0	1	8	0.3	-0.2	-2	2	12
COc1cc2c(cc1OC)C1Cc3ccc(OC)c(OC)c3CN1CC2 (stereo not drawn)	0	113	-2.0	5	3	0.0	-0.2	1	6	-2
COc1ccc(/C=C2\SC(=S)N(CCC(=O)Nc3cccc(C(=O)O)c3)C2=O)cc1OC	22	99	-0.4	-6	7	-0.1	-0.7	3	-1	2
COc1ccc(S(=O)(=O)N2CCCCC2)cc1NC(=S)Nc1cccc(Cl)c1C	0	97	-0.9	-3	2	-0.2	-0.1	-3	0	1
CCOC(=O)C1(Cc2ccccc2)CCCN(Cc2ccncc2)C1 (stereo not drawn)	4	101	-2.6	-3	11	0.0	0.7	0	0	11
CN(C)c1cccc(NC(=O)C2(C)Cc3c(-c4cccnc4)ccnc3O2)c1 (stereo not drawn)	18	117	-1.0	-1	2	-0.2	0.4	3	0	6
COc1cccc(N2C(=O)c3ccncc3C2=O)c1	1	90	-1.1	-1	2	0.1	1.5	1	6	10
Nc1nc(-c2ccccc2)nn1C(=O)c1ccco1	1	86	-1.5	0	3	-0.2	0.1	5	1	27
O=C(O)/C=C/c1ccc(OCc2cccc(F)c2)cc1	0	103	-0.6	-1	-4	0.0	0.0	0	2	2
CN(C)/C=C/C(=O)c1cnc2n(c1=O)CCS2	2	101	-2.1	0	-3	0.1	-1.2	2	1	-1
Cc1ccn2c(=O)nc(SCC(=O)N3CCN(c4ccccc4)CC3)nc2c1	17	96	-2.4	7	8	0.4	-0.4	1	-1	-3
Cc1nn(Cc2ccc([N+](=O)[O-])cc2)c(=O)n1-c1ccccc1	1	96	-1.3	0	-3	0.2	3.3	2	-1	0
CC(Oc1ccc2c(-c3ccccc3)cc(=O)oc2c1)C(=O)NCC(O)c1ccccc1 (stereo not drawn)	-6	100	-1.4	-6	0	-0.2	-2.1	0	-5	6
Cc1cc(NC(=O)CN2CCC(C)CC2)no1	3	94	-0.7	1	12	0.4	-0.9	1	-2	-3
CC(=O)NCCc1nc2ccccc2n1CCOc1ccc(C)cc1	-1	95	-0.4	-10	4	0.0	0.9	1	4	0
CN(C)CCNC(=O)c1cccc(S(=O)(=O)Nc2ccccc2F)c1	-4	95	0.2	-6	13	-0.5	-1.5	1	0	1
COc1cc(OC)c(C2C(C#N)=C(N)OC3=C2C(=O)CC(C)(C)C3)cc1OC (stereo not drawn)	4	92	-1.5	0	-4	0.1	4.8	0	-1	11
Cc1ccc(-c2ccc(S(=O)(=O)NCC3CCCO3)cc2)cc1 (stereo not drawn)	0	96	-2.1	2	-28	0.6	4.4	-1	1	8

Individual results from the results shown:
Exocytosis inh, Cc1ccn2c(=O)nc(SCC(=O)N3CCN(c4ccccc4)CC3)nc2c1 is entered as 17
ABHD5-PLIN5 inh, CN(C)CCNC(=O)c1cccc(S(=O)(=O)Nc2ccccc2F)c1 is entered as 0
hiPSC survival, COc1ccc(-c2coc(CCC(=O)N3CCN(c4cc(C)ccc4C)CC3)n2)cc1 is entered as 0.0

(further entries)
SMILES	Exocytosis inh	ABCB6 inh 2	MC4R barr agon	m5-HT2A agonist	Cardio protect	aDG glyco act	hiPSC survival	N-glyco inh	ABHD5-PLIN5 inh	MC4R antagonist
O=C(O)C1CCCN1c1nc(-c2ccc(Cl)c(Cl)c2)cc(C(F)(F)F)n1 (stereo not drawn)	0	98	-0.9	-8	-4	0.2	-2.7	-3	0	9
O=C(COC(=O)c1cc2c(s1)CCCC2)NCc1ccccc1Cl	6	97	0.8	-7	-15	0.1	-0.6	2	-5	9
CC(C)Nc1nc(NC(C)C)nc(Oc2ccc(OCc3ccccc3)nn2)n1	-2	97	-0.3	5	-10	0.9	-2.1	1	-2	9
CCC(CC)=NNC(=O)c1ccccc1OCc1ccc(F)cc1	-4	102	-2.6	3	6	-0.1	1.2	0	0	5
Cc1ccc2c(CN3CCN(CCO)CC3)cc(=O)oc2c1	0	100	-1.8	1	1	-0.5	-0.4	4	1	3
COC(=O)CC/C(O)=C1\C(=O)CC(C)(C)CC1=NCc1nc2ccccc2[nH]1	4	98	-1.5	-3	7	0.3	0.5	0	5	11
CCOc1ccc(S(=O)(=O)N2CCN(CN3C(=O)CC4(CCCC4)C3=O)CC2)cc1	4	99	-1.4	-2	2	0.7	-0.6	0	-14	11
O=C(Nc1ccc(F)cc1)C(c1ccnc2ccccc12)N1CCN(c2cccc(C(F)(F)F)n2)CC1 (stereo not drawn)	-7	nt	nt	-3	nt	-0.1	nt	nt	-14	nt
COc1ccc2nc(/N=C/c3cccc(OC)c3O)sc2c1	9	102	-0.6	1	6	-0.1	-0.6	2	-1	1
Cc1ccc(S(=O)(=O)NC(=NCc2ccccc2)c2ccc(F)cc2)cc1	-3	104	1.8	-4	1	0.1	-0.5	-3	7	4
COc1ccc(OCc2nnc(SCC(=O)Nc3ccccc3C#N)o2)cc1	-7	92	-1.0	5	1	0.0	0.6	5	3	-1
C=CCn1c(SCC(=O)N(CC)C2CCS(=O)(=O)C2)nc2cc(C(=O)O)ccc2c1=O (stereo not drawn)	-2	103	2.1	5	8	0.1	0.8	-1	-3	4
COc1cccc(CNC(=O)[C@@H]2CCCN2C(=O)[C@@H]2CCCN2C(=O)c2cccc(OC)c2)c1	-6	99	nt	3	nt	0.2	4.0	nt	2	nt
c1ccc(-c2nnc3oc(-c4cccs4)nn23)cc1	-2	96	-1.3	0	4	0.1	-0.2	2	4	11
CCCn1cnc2c(N)c(C)c(C)cc21	-2	102	-0.8	4	-2	0.2	-1.8	2	-4	5
